HSF1 activator: increases HSF-1 driven luciferase reporter signal | 300,000 compounds, 1.7% hits | activation, % at 9 µM | AID 504408 | NIH3T3-HGL HSF-1 luciferase reporter, MG132, 8 h; 100% = twice DMSO control signal;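 active = mean replicate activation of at least 50% with a set share of replicates each reaching 50%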;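 note: 0% = median of the neutral control wells and 100% = twice that signal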
SKKanGAS inh: inhibitors of SKKanGAS S. pyogenes growth in kanamycin (SK-promoter or general growth effect); BacTiter-Glo, 6 h; inhibition, % at 7.5 µM; 300,000 compounds, 1.3% hits; AID 1662;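 active = mean replicate score, as percent of positive control median, at least 50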;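 note: strain carries kanamycin resistance gene driven by streptokinase promoter and grows in 40 µg/ml kanamycin; loss of luminescence reflects streptokinase promoter inhibition or plain growth inhibition; 0% = median of DMSO wells and 100% = positive control at its reference dose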
KLF5 inh: suppresses KLF5 promoter-driven expression; DLD-1 KLF5 promoter-luciferase reporter, luminescence; inhibition, % at 5 µM; 290,000 compounds, 0.23% hits; AID 1700;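 active = inhibition above a per-plate limit of that plate's mean compound inhibition plus 3 SD, cut at about 60% in these data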;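 note: 0% = DMSO wells and 100% = LY294002 at 200 µM; higher means less KLF5 promoter-driven luciferase light; inactives centre near -14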
Platelet DG rel: modulates dense granule release in human platelets; human platelet-rich plasma, SFLLRN dense granule ATP release, luminescence; inhibition, %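 (compounds screened at 7.5 µM in platelet-rich plasma)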; 300,000 compounds, 0.22% hits;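 active = mean replicate score, as percent of positive control, at or above 50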
HSP90 inh: blocks HSP90-mediated luciferase refolding in reticulocyte lysate; Rabbit reticulocyte lysate, luciferase refolding luminescence, 3 h; inhibition, % at 5.6 µM; 290,000 compounds, 0.91% hits;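 active = inhibition above the screen-wide mean plus 3 SD, computed separately per campaign, cut at about 16% in these data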;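 note: 0% = DMSO wells and 100% = 60 µM geldanamycin wells; inhibitors lower the luminescence because luciferase stays unfolded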
AI-2 QS modul: Vibrio harveyi AI-2 quorum sensing modulation; 300,000 compounds, 0.4% hits; AID 2094; activity change, % at 7.5 µM; Vibrio harveyi JMH597 AI-2 luminescence/OD600 ratio, 9 h; active compounds read low; strain lacks LuxN and CqsS sensors; 0 = neutral-control median; in the data active = activity change below about -75%, passing the limit was not always enough;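 note: luminescence divided by OD600 gain over 9 h not by final OD600 alone; inactives centre near 13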
aSyn 5UTR inh: MLPCN primary screen, SNCA 5' untranslated region; alpha-synuclein 5'UTR reporter, inhibitor activity; inhibition, % (tested at 7.5 µM); 300,000 compounds, 0.82% hits; in the data active = inhibition above about 60%;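 note: H4 neuroglioblastoma cells stably carrying SNCA 5'UTR luciferase fusion; 0% = DMSO wells and 100% = positive control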
IEC-6 cytotox: IEC-6 cytotoxicity, counter-screen for KLF5 inhibitors; luminescence viability; inhibition, % at 5 µM; 290,000 compounds, 0.78% hits; in the data active = inhibition above about 22%;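 note: 0% = plate median of test compound wells and 100% = cytotoxic reference compound wells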
HIF act: HIF pathway transcriptional activation; U2OS HRE-luciferase reporter, luminescence; normalized: DMSO 0%, desferrioxamine 100%; activation, % at 7.5 µM (by protocol); 300,000 compounds, 0.32% hits;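 active = mean activation of at least 10% of the iron chelator positive control signal, with at least half of replicates also reaching 10%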
HSF1 inh: HSF1 inhibition; 300,000 compounds, 0.77% hits; activity change, negative = inhibition, % at 7.5 µM (by protocol); NIH3T3-HGL HSE-luciferase, MG132-induced, luminescence 8 h; active compounds read low;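 active = more than half of replicate wells show activity change below -50%, luminescence cut by over half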;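 note: luciferase reports HSF-1 transcriptional activity via heat shock element; 0% = median of DMSO wells and -100% = zero luminescence signal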
Starred values were filed as active, the others as inactive; · = not tested or not shown.

Each structure is followed by: HSF1 activator, SKKanGAS inh, KLF5 inh, Platelet DG rel, HSP90 inh, AI-2 QS modul, aSyn 5UTR inh, IEC-6 cytotox, HIF act, HSF1 inh
1. Cn1nc(-c2ccc(N3CCN(CCO)CC3)c([N+](=O)[O-])c2)c2ccccc2c1=O
    -1, 5, 8, 4, 0, 7, 10, -4, -0.2, -8
2. O=C(NCCN1C(=O)S/C(=C/c2cccnc2)C1=O)C1CC(=O)N(Cc2ccccc2)C1 (configuration not stated)
    -16, 2, -37, -1, 3, 26, 8, 2, -0.4, -5
3. Cc1cc(C)n2nc(C(=O)OCC(=O)N(C)CC(=O)Nc3ccccc3Cl)nc2n1
    -9, 0, ·, -8, ·, ·, 5, ·, 0.6, -2
4. O=C(Cn1sc2ccccc2c1=O)NC12CC3CC(CC(C3)C1)C2
    2, 89*, -52, 4, 3, 15, -92, 0, 0.2, -6
5. COc1ccc(NC(=O)COC(=O)c2c3c(nc4ccccc24)CCCC3)cc1Cl
    3, 61*, -40, ·, 4, 34, -36, 4, 0.3, 6
6. O=C(c1ccc(F)cc1)N1CCN(c2ccc([N+](=O)[O-])c(N3CCOCC3)c2)CC1
    15, 5, -17, 3, 2, 2, 29, 4, 0.1, -1
7. Cc1ccc(NC(=O)CSc2ncn[nH]2)cc1
    -19, -6, -37, -1, -5, 2, -39, -8, 0.1, -12
8. CC(=O)C1=C(O)C(=O)N(c2cc(C(C)(C)C)on2)C1c1ccc(C(C)C)cc1 (configuration not stated)
    9, 38, -2, 5, -4, 25, 28, 2, 0.1, 10
9. N#Cc1cc2cc3c(cc2nc1N1CCOCC1)OCO3
    -25, 5, -18, ·, -1, 24, -19, 4, 0.8, -12
10. Cc1nc2c(C(F)(F)F)cccc2c2c1CCS2
    -8, 10, -4, 0, 5, 13, 7, -1, 0.1, -3
11. COc1ccc(N(CC(=O)NC2CCCC2)C(=O)CS(=O)CC(=O)Nc2ccc3c(c2)OCO3)cc1 (configuration not stated)
    -4, 2, -2, -1, -1, 5, 7, -2, -0.4, -2
12. Cc1c(C(=O)N2CCCC2)c(S(=O)(=O)N2CCN(c3ccccc3F)CC2)c(C)n1C
    -1, 0, -18, -12, -8, 14, -15, -1, -0.6, -4
13. O=[N+]([O-])c1cccc(/C=N/NC2CCS(=O)(=O)C2)c1 (configuration not stated)
    16, -3, -24, 16, 5, 26, 6, -2, -0.5, 1
14. COc1cc(S(=O)(=O)N(Cc2cccnc2)Cc2ccco2)ccc1-n1cnnn1
    -12, -1, -17, -8, 5, 20, 10, -5, ·, 2
15. CC(C)NC(=O)Nc1cccc(Cl)c1
    -1, 1, -17, 8, -1, 33, -8, -2, -0.3, -2
16. CCN1CCN(CCNC(=O)CCCn2nc(C)c3c(C)n(-c4ccc(C)cc4)nc3c2=O)CC1
    -20, 1, -17, -9, 2, 15, 23, 4, -0.1, -2
17. CC(C)c1cc(-c2cc(-c3ccc(Cl)cc3)on2)nc(NCC2CC2)n1
    4, 11, ·, -3, ·, -8, -4, ·, 0.2, 4
18. Cn1cccc1C(=O)NCCc1ccccc1
    22, -3, -92, 13, 19*, 16, 30, 0, -0.8, 9
19. O=C(CC1C(=O)NCCN1Cc1ccccc1C(F)(F)F)NCCc1ccccn1 (configuration not stated)
    -5, 5, -13, 5, 3, 12, -15, 8, 0.0, -2
20. Cc1cccc(CN2C(=O)c3ccccc3S(=O)(=O)c3ccc(C(=O)NCCCN4CCCC4)cc32)c1
    0, 5, -16, 3, 2, 12, -11, 0, -0.6, -6

Records 10–18 of the list above:
Each structure is followed by: HSF1 activator, SKKanGAS inh, KLF5 inh, Platelet DG rel, HSP90 inh, AI-2 QS modul, aSyn 5UTR inh, IEC-6 cytotox, HIF act, HSF1 inh
10. Cc1nc2c(C(F)(F)F)cccc2c2c1CCS2
    -8, 10, -4, 0, 5, 13, 7, -1, 0.1, -3
11. COc1ccc(N(CC(=O)NC2CCCC2)C(=O)CS(=O)CC(=O)Nc2ccc3c(c2)OCO3)cc1 (configuration not stated)
    -4, 2, -2, -1, -1, 5, 7, -2, -0.4, -2
12. Cc1c(C(=O)N2CCCC2)c(S(=O)(=O)N2CCN(c3ccccc3F)CC2)c(C)n1C
    -1, 0, -18, -12, -8, 14, -15, -1, -0.6, -4
13. O=[N+]([O-])c1cccc(/C=N/NC2CCS(=O)(=O)C2)c1 (configuration not stated)
    16, -3, -24, 16, 5, 26, 6, -2, -0.5, 1
14. COc1cc(S(=O)(=O)N(Cc2cccnc2)Cc2ccco2)ccc1-n1cnnn1
    -12, -1, -17, -8, 5, 20, 10, -5, ·, 2
15. CC(C)NC(=O)Nc1cccc(Cl)c1
    -1, 1, -17, 8, -1, 33, -8, -2, -0.3, -2
16. CCN1CCN(CCNC(=O)CCCn2nc(C)c3c(C)n(-c4ccc(C)cc4)nc3c2=O)CC1
    -20, 1, -17, -9, 2, 15, 23, 4, -0.1, -2
17. CC(C)c1cc(-c2cc(-c3ccc(Cl)cc3)on2)nc(NCC2CC2)n1
    4, 11, ·, -3, ·, -8, -4, ·, 0.2, 4
18. Cn1cccc1C(=O)NCCc1ccccc1
    22, -3, -92, 13, 19*, 16, 30, 0, -0.8, 9

More structures
Each structure is followed by: HSF1 activator, SKKanGAS inh, KLF5 inh, Platelet DG rel, HSP90 inh, AI-2 QS modul, aSyn 5UTR inh, IEC-6 cytotox, HIF act, HSF1 inh
21. C#CCN1c2ccccc2Sc2cccnc21
    6, 8, 13, 3, -1, 4, 8, 0, 0.3, -2
22. CC1CCCCN1CC(=O)Nc1ccc(Oc2ccccc2)cc1 (configuration not stated)
    -10, 2, -22, 2, 3, -14, 0, 1, -1.0, 1
23. COc1ccccc1C(=O)C(O)c1ccccc1OC (configuration not stated)
    -8, 4, -7, 5, 3, 15, 0, 6, 0.0, -6
24. Cc1ccccc1COc1ccc(-c2nnn(CC(=O)O)n2)cc1
    -13, 4, -28, -6, -3, 12, 8, 1, -0.1, -5
25. O=c1cc(C(F)(F)F)nc(SCc2cccnc2)[nH]1
    -12, 2, -14, 19, 2, 9, -12, 2, 0.5, -2
26. C#CCNC(=O)C1=C[C@H](C2CC2)C[C@H](OCCCCO)O1
    21, -4, -11, -3, 7, 1, -18, -7, -0.6, 6
27. COc1cccc(CNS(=O)(=O)c2c(C(=O)N3CCCCC3)c(C)n(C)c2C)c1
    -7, 5, 10, -3, -5, 16, -14, 9, -0.3, -1
28. Cc1ccc(N(C(=O)Nc2ccccc2)C2=NCC(C)S2)cc1 (configuration not stated)
    27, -7, -23, -9, -1, 8, -62, 2, 0.7, 18
29. COc1ccccc1CNC(=O)c1ccc(NS(=O)(=O)c2cccs2)cc1
    64*, 14, -23, 14, 3, 16, 5, -2, 0.7, 15
30. NS(=O)(=O)c1cc2c(cc1Cl)NC(c1ccccc1OCC(=O)O)NS2(=O)=O (configuration not stated)
    -4, 8, -3, 3, 4, 34, -16, -6, 0.0, -9
31. CC(=O)NNC(=O)c1[nH]c2ccc(Cl)cc2c1-c1ccccc1
    9, -2, -8, 22, -1, 20, 12, -4, -0.3, 11
32. CN(C(=O)c1ccc(NC(=O)c2ccco2)cc1)c1ccccc1
    21, 10, -37, 40, 1, 28, -76, 13, -0.3, 8
33. O=C(NCCc1ccc(Cl)cc1)C1CCCN(c2ncnc3c2nc2n3CCCCC2)C1 (configuration not stated)
    14, 1, -22, -2, -1, 1, 4, -7, -0.2, 12
34. Cc1ccccc1C(=O)Nc1ccc(N2CCCC2)cc1
    29, -1, -78, 3, 3, 13, -154, 0, 3.5, 11
35. O=C(COC(=O)CCCSc1nc2ccccc2[nH]1)NC(=O)NC1CCCC1
    -6, -4, -26, -53, -2, 8, 23, 2, 0.0, -2
36. Fc1cccc(NC(=S)NCCN2CCOCC2)c1
    -20, -3, 8, 13, 2, 12, 4, 2, -0.4, -8
37. CC1CC(C)(C)N(C(=O)CN2CCN(C)CC2)c2ccccc21 (configuration not stated)
    6, 2, -22, -6, 4, -7, 4, -9, -36, 1
38. COc1ccc(N2CCCn3c2nc2c3c(=O)n(Cc3ccc(C)cc3)c(=O)n2C)c(OC)c1
    -6, 4, -20, -1, 4, 26, 5, 2, -0.2, 3
39. Cc1ccnc(NC(=O)c2ccc(C(=O)c3ccccc3)cc2)c1
    10, -15, ·, 20, ·, 12, 31, ·, -2.4, -9
40. CN(CCc1ccccn1)S(=O)(=O)c1ccc(F)cc1
    7, -6, -56, -10, 5, 7, 12, 3, -0.3, 5
41. Cn1c(SCC(=O)Nc2ccc3nc(SCC(=O)N4CCCC4)sc3c2)nnc1-c1ccccc1
    13, 7, -17, 3, -1, 20, 2, 0, -0.1, 3
42. O=C(CSc1nnnn1-c1cccc2ccccc12)NC(C(=O)O)(c1ccccc1)c1ccccc1
    ·, 9, 1, -5, -3, 4, -8, -3, -0.4, ·
43. Cc1ccc(NC(=O)Cn2nnc(C(=O)NCc3ccco3)c2N)c(C)c1
    6, -14, -6, -3, 3, 20, -2, -1, -0.7, 2
44. O=C(NNC(=O)c1cccc(S(=O)(=O)N2CCN(c3ccccc3)CC2)c1)c1ccc(Cl)cc1
    -8, 0, 9, -13, -5, -12, 2, 3, 0.1, -2
45. Cc1c(OC(C)C(=O)NCCN2CCOCC2)ccc2c3c(c(=O)oc12)CCC3 (configuration not stated)
    -10, -12, -11, 9, 3, -6, -26, 6, -0.9, -1
46. O=C(/C=C/NCC(=O)c1ccccc1)c1ccc(Br)cc1
    1, 1, -32, -5, -3, 15, -13, -2, 0.6, 8
47. Cc1ccccc1NC(=S)N(CCN(C)C)C(C)c1cccnc1 (configuration not stated)
    -6, 11, 0, -13, -2, -4, 11, 10, -0.3, 2
48. O=C(c1cnn2ccccc12)N(Cc1ccco1)C1CCCC1
    6, -5, -24, -6, 1, 28, -6, 0, -0.3, 0
49. COc1ccc(CN2CCc3ccccc3C2)c(OC)c1
    5, 3, -3, 8, -3, 14, 10, 1, -0.3, -1
50. COc1cccc(C2CC(c3cccs3)=NN2C(=O)c2ccco2)c1O (configuration not stated)
    63*, 9, -6, -16, 7, 27, 11, 2, 0.1, 73

High-throughput results: PubChem, several laboratories
